# Measles CPE: protection of cells from measles virus | 1.5% of 140,000 active | AID 841 | protection (pct of control), % at 4 µM | Measles virus-infected cells, CPE protection, absorbance; in the data active = protection mostly above about 24%, no sharp cut-off; inactive = mostly below about 26%; note: some compounds called inactive have numbers as strong as hits
# Yeast lifespan up: yeast lifespan extension; S. cerevisiae growth with nicotinamide, OD615; deaD strain in restrictive glucose medium; 0.68% of 130,000 active; AID 775; inhibition of the nicotinamide effect, % at 10 µM;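 active = inhibition above a set limit, placed 3 SD over the median of all compounds, cut at about 26% in these data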;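 note: 0% = nicotinamide-treated wells and 100% = cells grown without nicotinamide; some compounds called inactive have numbers as strong as hits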
#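 Test system – modified budding yeast, DeaD strain · Compound – single dose 10 µM compound, 0.25% DMSO · Times – culture preincubation 4 h, compound exposure 48 h, both 30 °C · Detection – optical density (absorbance) at 615 nm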
# MRP-1 activ: MRP-1 activation | 0.61% of 140,000 active | H69AR cells + doxorubicin, viability rescue, CellTiter-Glo | AID 799 | viability increase, % at 10 µM;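 active = viability gain under doxorubicin at or above a set limit, the compound median plus 3 SD, cut at about 4.7% in these data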;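 note: MRP-1 overexpressing cells given doxorubicin 25 µM after compound pretreatment; 18-22 h compound pretreatment then 72 h with doxorubicin before readout; 0% = doxorubicin-only wells and 100% = vehicle-treated cells without doxorubicin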
# NPY-Y2 antag: blocks the human neuropeptide Y Y2 receptor; P49146; NPY-Y2 expressing cells, antagonist mode; inhibition, % at 2.7 µM; 0.99% of 140,000 active; AID 793; in the data active = inhibition above about 17%;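 note: 0% = vehicle with agonist challenge and 100% = reference antagonist with challenge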
# Target sequence (P49146 whole entry, looked up): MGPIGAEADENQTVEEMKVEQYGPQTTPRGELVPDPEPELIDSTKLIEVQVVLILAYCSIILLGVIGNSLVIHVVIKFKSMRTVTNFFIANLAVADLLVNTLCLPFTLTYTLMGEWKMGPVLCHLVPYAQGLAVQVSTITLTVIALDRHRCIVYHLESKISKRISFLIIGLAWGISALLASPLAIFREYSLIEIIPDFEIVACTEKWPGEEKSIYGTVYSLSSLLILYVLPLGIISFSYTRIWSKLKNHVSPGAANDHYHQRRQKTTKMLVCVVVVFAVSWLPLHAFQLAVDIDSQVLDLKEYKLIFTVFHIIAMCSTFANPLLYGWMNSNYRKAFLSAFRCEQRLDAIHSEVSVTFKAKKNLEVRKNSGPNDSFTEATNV
# E-sel TNF inh: TNF alpha driven E-selectin expression inhibition. HUVEC TNFa-induced E-selectin immunofluorescence, high content. inhibition, % at 2 µM. 0.71% of 120,000 active;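 active = inhibition above the batch mean plus 3 SD, and confirmed as a hit on visual image review, cut at about 43% in these data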;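 note: 0% = TNF-stimulated DMSO wells and 100% = unstimulated control wells; not every result past the cut was called active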
# HCT116 PTEN-null: PTEN-deleted cell growth suppression | HCT116 PTEN-null viability, CellTiter-Glo, 60 h; active compounds read low | viability, % at 10 µM | 1.2% of 140,000 active;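 active = viability at or below a set limit, 4 SD under the median of all tested compounds, cut at about 3.7% in these data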;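 note: PTEN knockout HCT116 line with beta catenin targeted HCT116 as companion control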
# Yeast growth inh: reduces growth of yeast BB579 in restrictive medium. inhibition, % at 10 µM. S. cerevisiae BB579 growth, OD615, 48 h. 0.51% of 140,000 active. AID 804;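 active = inhibition above a set limit, 3 SD over the mean compound inhibition, cut at about 44% in these data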; note: inactives centre near -24
#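 Test system: S. cerevisiae DeaD strain BB579 yeast; Medium: restrictive CSMM-D medium; Compound: one dose, 10 µM compound with 0.25% DMSO; Incubation: 4 h cell preincubation, 48 h compound exposure, 30 °C humidified; Signal: OD at 615 nm; Benchmarks: amphotericin B at 10 µg/mL as positive control.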
# Phagocyt inh: blocks phagocytosis by macrophages. J774A.1 macrophage IgG-bead phagocytosis, imaging. inhibition, % at 5 µM. 0.07% of 110,000 active. AID 1029;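 active = inhibition above the mean of the plate negative controls plus 5 SD, cut at about 13% in these data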;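 note: phagocytic index as fraction of beads internalized from green versus red external bead signal; plate controls were DMSO negative control for no effect and cytochalasin-D positive control for full effect; some results beyond the cut were filed as inactive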
# GALR2 blocker: GALR2 (human) receptor antagonism. GALR2-expressing cells, antagonist mode. inhibition, % at 4 µM. 0.39% of 140,000 active. AID 828; in the data active = inhibition above about 27%;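 note: cells stimulated with galanin 1-16 at roughly its EC80; 0% = agonist challenge control and 100% = basal control without agonist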
# Target sequence (O43603 whole entry, looked up): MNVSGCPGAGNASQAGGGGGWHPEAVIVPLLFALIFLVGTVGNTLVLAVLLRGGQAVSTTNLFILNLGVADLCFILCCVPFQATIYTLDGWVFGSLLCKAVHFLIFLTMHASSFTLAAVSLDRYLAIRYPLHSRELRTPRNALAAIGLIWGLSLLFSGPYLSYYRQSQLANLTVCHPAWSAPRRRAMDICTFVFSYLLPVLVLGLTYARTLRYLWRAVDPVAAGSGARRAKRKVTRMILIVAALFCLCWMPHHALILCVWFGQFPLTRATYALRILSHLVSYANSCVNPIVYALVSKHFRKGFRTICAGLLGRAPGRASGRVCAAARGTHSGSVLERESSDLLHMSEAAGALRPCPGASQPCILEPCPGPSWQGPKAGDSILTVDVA
# HCT116 bCat-KO: beta-catenin-lacking colon tumor cell growth suppression; HCT116 beta-catenin knockout viability, CellTiter-Glo, 60 h; active compounds read low; 1.5% of 140,000 active; AID 818; viability, % at 10 µM;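 active = viability at or under a set limit, the compound median less 4 SD, cut at about 6% in these data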;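 note: 0% = Hyamine 1622 control at 20 µM and 100% = untreated cell control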
# * hit, by the source's call; · = not tested or not shown.
SMILES	Measles CPE	Yeast lifespan up	MRP-1 activ	NPY-Y2 antag	E-sel TNF inh	HCT116 PTEN-null	Yeast growth inh	Phagocyt inh	GALR2 blocker	HCT116 bCat-KO
O=C(CSc1nc2ccccc2[nH]1)Nc1ccccc1F	8	-7	-0.3	3	-1	101	-4	0	1	98
O=C(N/C(=C\c1ccccc1)C(=O)N1CCN(CCO)CC1)c1ccccc1	7	2	-1.3	2	·	99	-5	-3	2	91
N#CC(C#N)=C/C(C#N)=C(/N)N1CCN(c2ccc(Cl)cc2)CC1	11	-19	0.6	2	97*	91	-42	·	-12	102
CCC(C)NC(=O)CN(c1cc(C)ccc1OC)S(C)(=O)=O (configuration not stated)	12	-2	-0.8	1	14	106	-57	-2	12	109
CCCOc1ccc(C2=NNC(c3cccs3)=Nc3ccc(OC)cc32)cc1	3	·	-5.8	-2	6	87	-41	·	1	77
COC(=O)C1C(c2ccccc2)C(C(=O)N2CCOCC2)C1c1ccccc1 (configuration not stated)	2	-9	-0.9	10	5	81	-1	1	-1	93
COc1ccc(OCCOc2ccc(C)nc2[N+](=O)[O-])cc1	11	-4	4.4	2	10	100	-8	2	-15	98
O=C(NNS(=O)(=O)c1ccc2ccccc2c1)c1cc(-c2ccccn2)nc2ccccc12	19	-2	-2.7	2	-9	94	-37	-5	-5	98
Cc1ccc(CN2C(=O)C(C)(C)Oc3ccc(C(=O)N4CCCCC4)cc32)cc1	37	-1	-1.4	4	38	92	-36	-4	8	89
O=C1C2=C(NC(=S)NC2c2ccc(Cl)cc2)NC(c2ccc(Cl)cc2)N1c1ccc(Cl)cc1 (configuration not stated)	9	-8	-5.9	-6	-1	22	-50	·	2	13
CCN(CC)S(=O)(=O)c1cc(C(=O)OC)ccc1Cl	4	-12	-2.2	4	-5	92	12	·	10	90
CCN(CC)c1ccc2cc(NC(=O)CCC(=O)O)c(=O)oc2c1	31	-13	-0.9	0	-12	103	-20	·	50*	96
Cc1noc(C)c1S(=O)(=O)N1CCC(C(=O)N2CCC(C)CC2)CC1	3	-14	-2.3	3	9	105	-32	·	5	95
CCCCCSc1nnc(C)c(=O)[nH]1	19	-5	-0.1	3	·	86	-44	·	2	86
CCCn1c(=O)c(-c2ccccc2)c(O)c2ccccc21	6	3	-0.7	6	-12	101	-11	0	14	91
Cc1ccc(NC(=O)c2ccc(C(C)(C)C)cc2)cc1[N+](=O)[O-]	7	0	2.3	1	0	84	-36	-2	-1	86
COc1cccc(NC(=O)CCC(=O)NCc2ccco2)c1	86*	5	-2.2	-1	0	99	-44	-1	11	94
Oc1c(/C=N/Nc2cccc3cccnc23)ccc2ccccc12	8	-3	-3.7	0	10	83	-30	-8	9	86
FC(F)(F)c1ccc(Sc2nnc(-c3cccs3)n2CC2CCCO2)nc1 (configuration not stated)	24	-2	-1.2	6	-27	95	14	-1	-8	96
COc1ccccc1NC(NC(=O)c1ccco1)C(=O)c1ccccc1 (configuration not stated)	5	-19	-2.6	2	2	94	8	2	1	113
N#C/C(=C\c1cn(CCOc2ccccc2)c2ccccc12)C(=O)NCc1cccs1	5	0	-3.0	8	-15	86	-36	1	3	77
CN(C)CCN(C(=O)/C=C/c1cccs1)c1nc2ccc(F)cc2s1	4	-3	-4.4	8	-8	46	-36	-6	-1	47
COCCn1c(=NC(=O)c2sc3ccccc3c2Cl)sc2cc(S(N)(=O)=O)ccc21	6	4	-4.8	5	·	21	-34	0	-1	33
Cc1ccc(-c2noc(CCC(=O)Nc3cccc(C#N)c3)n2)cc1	15	-5	1.0	2	·	85	-76	0	0	78
OCCN(CCO)c1ccc(C(c2ccccc2Cl)c2ccc(N(CCO)CCO)cc2Cl)c(Cl)c1	7	2	-3.9	-3	·	47	-21	-4	5	59
CC(C)CC(=O)N1CCN(Cc2cccc(F)c2)CC1	4	-13	-0.8	1	-16	100	-36	·	-1	87
Clc1ccc(CSc2nnc(Cn3cnc4ccccc43)o2)cc1	7	-13	-0.6	5	-13	41	-29	2	3	27
Cc1cccc(NC(=S)N2CCN(C(=O)C3CCCO3)CC2)c1 (configuration not stated)	13	2	0.0	0	·	96	-39	2	7	94
Cc1onc(-c2ccccc2)c1C(=O)NCC1COc2ccccc2O1 (configuration not stated)	3	-8	-3.1	4	2	89	0	1	-2	84
CCCOCC1CC(CCc2nc(=S)[nH][nH]2)C(=O)O1 (configuration not stated)	4	5	-1.4	2	16	101	-31	-4	8	96
O=C(NN=C1CCC(c2ccccc2)CC1)c1ccccc1-n1cccc1 (configuration not stated)	10	10	-0.3	1	0	87	-25	-5	0	84
O=C(COC(=O)[C@H](Cc1c[nH]c2ccccc12)NC(=O)c1ccc(Cl)cc1)Nc1ccc2c(c1)OCO2	18	-8	-2.8	-6	9	92	-25	0	-9	95
COC(=O)CN1C(=O)C(O)=C(C(C)=O)C1c1ccc([N+](=O)[O-])cc1 (configuration not stated)	3	-1	-2.6	0	-38	97	7	·	-14	87
CC(C)NC(=O)NC(=O)COC(=O)c1cccc(S(=O)(=O)N2CCCCC2)c1	6	-5	-2.2	1	6	100	-18	8	0	85
Oc1ccc(C=Nc2ccc3ncccc3c2)c(O)c1	7	8	-2.2	0	·	1.7*	-37	2	5	1.9*
CC(=O)NCCOc1ccc2oc3ccccc3c2c1	47*	-28	-1.4	-1	-20	87	3	-1	5	80
COc1ccc(NC2c3ncccc3C(=O)N2Cc2ccccc2)c(OC)c1 (configuration not stated)	30	-11	-1.6	-1	17	90	-33	·	-2	92
CCOc1ccccc1C(=O)N(C)Cc1cc2ccccc2[nH]c1=O	3	-30	-3.1	1	-34	98	-3	0	3	87
CCN1C(=O)c2n[nH]c(C(=O)OC)c2C1=O	5	-9	-2.2	3	10	91	-17	-2	2	88
Cc1ccc(Sc2nc([N+](=O)[O-])nn2C)cc1	4	5	2.5	0	19	98	-23	-2	-3	97
O=C1CCCC(=O)C1=C1SCCS1	16	2	0.4	0	·	95	-24	-4	2	91
COc1ccc(-c2cc(C(=O)N3CCN(c4ccccc4)CC3)no2)cc1OC	5	-8	0.8	4	13	98	-12	0	-17	102
CC1CCc2c(C(=O)Nc3nccs3)csc2C1 (configuration not stated)	4	-7	-2.3	2	-14	61	7	-4	2	74
Cc1ccc(N/N=C/c2ccc(N3CCOCC3)cc2)cc1C	5	-24	-4.5	-1	-6	103	-34	·	6	90
Cn1cc([N+](=O)[O-])c(C(=O)NCc2cc3cc(Cl)ccc3[nH]2)n1	9	-5	0.6	-1	-13	70	-43	-2	-2	73
CCCCNc1nc2ccccc2nc1NS(=O)(=O)c1cccs1	1	-7	-0.8	3	2	83	-27	1	2	95
CCCCCOC(=O)Nc1ccc(S(=O)(=O)Nc2cccc([N+](=O)[O-])c2)cc1	10	6	-0.3	-4	11	85	-17	-6	3	92
O=C(CCCSc1nnc(SCCCC(=O)c2ccc(F)cc2)s1)c1ccc(F)cc1	7	-5	-0.9	1	-31	53	-27	·	-23	53
CCCc1ccc(OCc2nc(-c3ccc(NC(=O)c4ccco4)cc3)no2)cc1	9	-8	-5.6	0	-13	10	-42	-1	11	11
CSc1nnc(C)c(=O)n1COC(=O)COc1ccccc1	4	-2	-2.6	2	·	96	-17	·	5	99
COc1ccc(-n2c(Cc3ccccc3)nnc2SCC(=O)N2CCCc3ccccc32)cc1	11	·	-5.1	5	31	82	-28	·	1	72
COc1ccc(OC)c(NC(=O)c2ccc(S(=O)(=O)N3CCN(C)CC3)cc2)c1	18	-15	-0.4	3	1	95	2	1	5	88
O=C(N/N=C/c1cc(Br)ccc1O)Nc1ccccc1	4	-3	-3.4	-2	·	17	-24	0	-8	18
CCN(CC)C(=O)N1CCN(C(=O)c2ccc(C)cn2)CC1	7	0	-0.3	-2	16	109	-72	3	-10	94
Cc1ccc(S(=O)(=O)NNC(=O)C(O)(c2ccccc2)c2ccccc2)cc1	10	4	-1.4	5	·	96	-18	-9	10	102
CCOc1ccc(Br)cc1C1C(C(=O)OC)=C(N)Oc2cc(N(C)C)ccc21 (configuration not stated)	6	-6	-4.7	7	·	14	-35	0	-4	17
CC1Oc2ccccc2N(CC(=O)Nc2ccc3c(c2)OCCO3)C1=O (configuration not stated)	27	-16	0.2	1	-4	94	-53	·	8	99
Cc1ccc(C(=O)CCC(=O)Nc2ccc(Cl)c(S(=O)(=O)Nc3cccc(Cl)c3)c2)cc1	13	2	7.8*	0	·	84	-45	-12	3	91
Cc1sc2ncn(CC(=O)NCCN3CCOCC3)c(=O)c2c1S(=O)(=O)N1CCC(C)CC1	6	-9	0.1	0	20	92	-13	1	2	87
O=C(COc1c(Cl)cc(Cl)cc1Cl)c1ccc(Cl)cc1	7	4	0.7	0	·	95	-29	-3	15	83

# Next part.
SMILES	Measles CPE	Yeast lifespan up	MRP-1 activ	NPY-Y2 antag	E-sel TNF inh	HCT116 PTEN-null	Yeast growth inh	Phagocyt inh	GALR2 blocker	HCT116 bCat-KO
Cc1ccc(C(=O)N/N=C\c2ccc(OC(=O)c3cccs3)cc2)cn1	16	11	-2.1	2	30	89	-59	-5	-3	91
Cc1c(OCC(=O)OC(C)C)ccc2c3c(c(=O)oc12)CCC3	10	-3	3.5	5	-5	96	-15	-3	-6	113
COC(=O)c1cc(NC(=O)Cc2ccc(OC)c(OC)c2)cc(C(=O)OC)c1	6	-11	-3.9	1	-20	94	-35	-3	8	94
CCOC(=O)c1ccccc1NC(=O)c1ccc(N(C)S(C)(=O)=O)cc1	14	-7	-1.1	-1	70*	108	-21	-1	9	97
CCOC(=O)c1c(CN2CCCCC2C)oc2ccc(OC)cc12 (configuration not stated)	3	-5	-2.0	8	15	78	12	1	0	76
COc1cc(NC(=O)Cc2ccc([N+](=O)[O-])cc2)c(C(=O)O)cc1OC	22	3	0.4	16	·	92	-41	-6	1	95
CC(C)CNC(=O)c1ccccc1SCC(=O)NC12CC3CC(CC(C3)C1)C2	14	-3	-2.4	5	·	77	-12	-4	-8	71
CCc1c(C)sc(NC(=O)OC)c1C(=O)N1CCCCC1	1	-9	-2.2	3	-3	99	-23	2	-20	92
Cc1ccc(C(=O)NNC(=S)NC(=O)c2ccc(Cl)cc2)cc1	3	95*	-4.0	4	-36	45	-32	·	-3	34
C=CCn1c(=O)c2c3c(sc2n2c(Nc4ccc(OC)cc4)nnc12)CCCC3	13	-3	-0.2	4	-16	62	-46	-1	-8	74
Cc1ccnc(N2C(=O)OC(C)(C)C2(C)O)c1 (configuration not stated)	11	-6	0.0	5	-10	113	-69	6	14	92
O=[N+]([O-])c1ccccc1/C=N/n1c(COc2ccccc2)n[nH]c1=S	33	-21	-3.1	0	-37	93	-49	2	16	104

# From PubChem
